High-throughput results (PubChem BioAssay)
IL1B secr inh: blocks inflammasome-driven IL-1 beta release. AID 743279. activity change, % at 57.5 µM. THP-1 LPS/ATP IL-1B secretion, AlphaLISA, 16 h; active compounds read low. hit rate 4.7% among 360,000; in the data active = activity change below about -50%; inconclusive = mostly about -30% to -49%; note: % is set by controls: 0 for no effect and ±100 for the full control effect
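Secreted IL-1B measured by AlphaLISA bead assay after 16 h compound exposure of THP-1 cells; compounds (final up to 57.5 uM) added 1 h before LPS (250 ng/mL) and ATP (1.25 mM) stimulation; lower signal means less secretion.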
KB-V1 MDR tox: kills drug-selected multidrug resistant KB-V1 cells; KB-V1 MDR cells viability, CellTiter-Glo, 72 h; Potency, µM (highest dose often 46.1 µM), for inactives: at the highest dose activity change, negative = cytotoxicity, most hits filed as cytotoxic; hit rate 3.4% among 400,000; AID 1347076; note: potency is the fitted concentration of half-maximal effect; % is set by controls: 0 for no effect and ±100 for the full control effect; nearly all actives have a fitted effect of over 60% in size
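Following 72 h at 37 degrees C with compound, KB-V1 cell viability was read by CellTiter-Glo luminescence, medium being phenol-red-free DMEM plus 10% FBS; concentration-response parameters came from normalized, curve-fitted qHTS data.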
HT1080NT lethal: kills 2HG-producing HT-1080-NT fibrosarcoma cells. hit rate 1.6% among 360,000. Potency, µM (titrated, usually from 46.1 µM), for the others: top-dose activity, negative = less viability, hits mostly cytotoxic. HT-1080-NT fibrosarcoma viability, CellTiter-Glo ATP luminescence, 48 h;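 note: NT is the 2HG producing partner of a matched IDH1 knockdown line; potency is the fitted concentration of half-maximal effect; 0% = DMSO-treated cells and -100% = media-only wells without cells; nearly all actives have a fitted effect of over 55% in size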
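HT-1080-NT fibrosarcoma cells (2HG-overproducing), 750 cells/well in RPMI with 5% FBS, dosed after 2 h and incubated 48 h at 37C. CellTiter-Glo luminescence normalized to DMSO and no-cell wells; concentration-response curves fitted and classed.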
SW480 rereplic: inducers of DNA re-replication in SW480 colon cancer cells | Potency, µM (series often up to 46.1 µM), inactives show top-dose re-replication activation, usual class: activators | SW480 DNA re-replication, Hoechst DNA content imaging, 48 h | hit rate 1.8% among 340,000; note: potency is the fitted concentration of half-maximal effect; % of control where 0% means no effect; nearly all actives have a fitted effect of over 55% in size
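Treated cells incubate 48 hr (37 C, 5% CO2), are stained 40 min with Hoechst, and nuclear fluorescence is enumerated; a rise in nuclei with high DNA signal marks re-replication.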
MCF10A rereplic: DNA re-replication induction in MCF 10a cells. MCF 10A DNA re-replication, Hoechst nuclear intensity, 48 h. hit rate 2.9% among 350,000. Potency, µM (highest dose often 46.1 µM), without a hit: at the highest dose activity, positive = re-replication, most hits filed as activators; note: potency is the fitted concentration of half-maximal effect; % of control where 0% means no effect; nearly all actives have a fitted effect of over 50% in size
WRN inhibitor: WRN helicase (human) inhibition; Q14191; WRN helicase unwinding, fluorescent forked duplex, kinetic; Potency, µM (series often up to 114 µM), for the others: top-dose activity change, negative = inhibition, usual class: inhibitors; hit rate 0.46% among 360,000; note: potency is the fitted concentration of half-maximal effect; % is set by controls: 0 for no effect and ±100 for the full control effect; nearly all actives have a fitted effect of over 55% in size
Target sequence (Q14191 whole entry, looked up): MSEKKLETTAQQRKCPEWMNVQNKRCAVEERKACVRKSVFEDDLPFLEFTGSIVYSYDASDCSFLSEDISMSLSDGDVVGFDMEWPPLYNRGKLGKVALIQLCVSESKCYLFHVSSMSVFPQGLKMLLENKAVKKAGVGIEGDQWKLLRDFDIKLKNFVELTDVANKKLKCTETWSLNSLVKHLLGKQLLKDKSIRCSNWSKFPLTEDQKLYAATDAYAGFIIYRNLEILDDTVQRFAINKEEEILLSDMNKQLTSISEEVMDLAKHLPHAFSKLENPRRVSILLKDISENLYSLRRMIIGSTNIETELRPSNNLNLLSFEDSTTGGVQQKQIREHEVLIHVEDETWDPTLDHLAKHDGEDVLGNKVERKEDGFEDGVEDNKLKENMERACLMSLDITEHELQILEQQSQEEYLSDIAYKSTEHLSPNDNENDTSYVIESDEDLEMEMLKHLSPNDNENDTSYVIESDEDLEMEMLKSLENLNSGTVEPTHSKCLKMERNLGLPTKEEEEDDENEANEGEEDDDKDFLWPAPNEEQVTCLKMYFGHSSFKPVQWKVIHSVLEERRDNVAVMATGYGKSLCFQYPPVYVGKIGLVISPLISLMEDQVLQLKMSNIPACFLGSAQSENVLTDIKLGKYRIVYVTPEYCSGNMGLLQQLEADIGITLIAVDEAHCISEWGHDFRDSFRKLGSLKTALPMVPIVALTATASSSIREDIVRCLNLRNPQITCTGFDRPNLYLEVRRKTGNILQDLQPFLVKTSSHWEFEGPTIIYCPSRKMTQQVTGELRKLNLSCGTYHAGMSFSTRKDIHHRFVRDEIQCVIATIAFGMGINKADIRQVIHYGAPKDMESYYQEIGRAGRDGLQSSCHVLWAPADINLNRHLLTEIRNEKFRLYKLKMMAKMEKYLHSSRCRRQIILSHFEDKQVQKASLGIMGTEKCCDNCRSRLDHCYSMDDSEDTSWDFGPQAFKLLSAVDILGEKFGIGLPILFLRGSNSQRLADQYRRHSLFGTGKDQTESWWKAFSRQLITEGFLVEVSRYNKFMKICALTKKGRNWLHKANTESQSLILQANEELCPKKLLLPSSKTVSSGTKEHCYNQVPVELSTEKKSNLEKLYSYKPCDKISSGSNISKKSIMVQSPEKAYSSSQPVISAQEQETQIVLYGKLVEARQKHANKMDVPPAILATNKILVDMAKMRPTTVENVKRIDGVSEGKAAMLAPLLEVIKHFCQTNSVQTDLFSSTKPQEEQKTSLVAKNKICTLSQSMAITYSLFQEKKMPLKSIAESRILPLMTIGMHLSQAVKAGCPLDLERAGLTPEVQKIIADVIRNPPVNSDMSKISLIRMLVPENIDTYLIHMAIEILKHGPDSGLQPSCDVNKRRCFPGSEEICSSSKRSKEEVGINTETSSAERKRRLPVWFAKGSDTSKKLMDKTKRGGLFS
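Kinetic red-fluorescence monitoring (525/598 nm) tracks WRN helicase activity after 100 nM fluorophore-quencher forked duplex and 2 mM ATP are added to 20 nM enzyme pretreated 15 min at room temperature with compound.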
ATXN2 expr inh: inhibitors of ATXN2 expression. HEK-293 ATXN2-luciferase reporter, luminescence, 24 h. Potency, µM (doses to about 57 µM), for inactives: top-dose activity change, negative = inhibition, most hits filed as inhibitors. hit rate 0.72% among 360,000. AID 1745845; note: potency is the fitted concentration of half-maximal effect; % is set by controls: 0 for no effect and ±100 for the full control effect; nearly all actives have a fitted effect of over 55% in size
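ATXN2-luciferase reporter cells (luciferase flanked by upstream and downstream ATXN2 gene portions) were treated 24 h at 37 °C with compounds at up to 57 uM. SteadyGlo luminescence gave expression; GF-AFC fluorescence gave viability.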
KB-3-1 tox: KB-3-1 parental cell cytotoxicity | KB-3-1 viability, CellTiter-Glo ATP luminescence, 72 h | Potency, µM (doses to about 46.1 µM), inactives show at the top dose activity change, negative = cytotoxic, most hits filed as cytotoxic | hit rate 1.4% among 400,000 | AID 1347075; note: potency is the fitted concentration of half-maximal effect; % is set by controls: 0 for no effect and ±100 for the full control effect; nearly all actives have a fitted effect of over 60% in size
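Cells are dispensed, compounds pinned in, plates held at 37 °C for 72 h, then CellTiter-Glo is added and luminescence read after 10 minutes. Cell line: parental KB-3-1 in phenol-red-free DMEM, 10% FBS.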
HT1080 IDH1KD tx: kills HT-1080 cells with IDH1 knockdown | hit rate 2% among 360,000 | HT-1080 IDH1 knockdown viability, ATP luminescence, 48 h | Potency, µM (highest dose often 46.1 µM), without a hit: at the top dose activity, negative = toxicity, most hits filed as cytotoxic;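 note: potency is the fitted concentration of half-maximal effect; 0% = DMSO wells and -100% = cell-free medium wells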
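HT-1080-IDH1KD cells (IDH1 knocked down), 750/well in RPMI with 5% FBS, treated with compound 48 h at 37 degrees C. Viability by CellTiter-Glo luminescence, normalised to DMSO and no-cell wells; concentration-response curves classed.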
* hit, by the source's call; ? = inconclusive; . = not tested or not shown; & = joins results of further samples; [ ] = remark or other dose. Unless noted, calls come from the whole dose curve; as a rule, active = well fitted curve in the direction sought with a large enough effect; inconclusive = small, poorly fitted or top-dose-only effect, or another doubt; inactive = no such curve, though single readings can be large; an effect the other way counts as inactive or inconclusive. Hits appear at their usual frequency, and some 12% of all compounds hit somewhere here.

Values run as follows: IL1B secr inh	KB-V1 MDR tox	HT1080NT lethal	SW480 rereplic	MCF10A rereplic	WRN inhibitor	ATXN2 expr inh	KB-3-1 tox	HT1080 IDH1KD tx
O=C(C[n+]1ccccc1)Nc1ccc(Cl)c([N+](=O)[O-])c1
 : -18	-9%	-18%	-1%	2%	0%	.	-10%	2%
CCN1CCN(c2ncc(C(=O)Nc3c(F)cc(F)cc3Br)c3ccccc23)CC1
 : -12	-2%	?	-3%	25%	4%	0%	-12%	?
CCOC(=O)C1CCN(C(=O)COC(=O)c2oc3ccccc3c2C)CC1
 : 17	-19%	-1%	-6%	1%	11%	2%	13%	-1%
Cc1cccc(CN2CCC(CNC(=O)Nc3ccccc3F)CC2)c1
 : -11	-8%	-7%	-3%	-1%	-12%	.	-2%	-2%
CC(C)c1ccc(CNC(=O)C2(C)CCCN2C)cc1 (centres undefined)
 : -23	5%	11%	.	.	-4%	9%	0%	2%
Nc1c(C(=O)Nc2ccc(F)cc2)sc(=S)n1-c1ccccc1F
 : ?	-9%	?	-5%	3%	-4%	3%	2%	?
OCCN(CC(O)Cn1ccc2ccccc21)CC(O)Cn1ccc2ccccc21 (centres undefined)
 : 7	15µM*	-3%	3%	28%	-4%	-8%	1%	-16%
C=CCc1ccccc1OCC(O)CN1CCN(Cc2ccc3c(c2)OCO3)CC1 (centres undefined)
 : -20&-27	-9%&-10%	-19%&-14%	-2%&-12%	-188%[0.0737 µM]	-12%&11%	-19%&-11%	-9%&6%	-24%&-28%
Cc1nnc(NC(=O)CSc2nnc(C)n2-c2ccc(F)cc2)s1
 : 13	-7%	0%	-51%[inhibitor]	?	-3%	-20%	-2%	8%
COc1ccc(-c2nnc(NC(=O)C3CCCO3)s2)cc1 (centres undefined)
 : ?	0%	6%	-4%	0%	0%	6%	-15%	14%
Cc1cc(CNC(=O)COc2cc(F)ccc2[N+](=O)[O-])c2ccccc2n1
 : -18	12%	-28%	?	-29%	-7%[57.1 µM]	3%	-21%	-3%
CC(=O)C1=C(O)C(=O)N(Cc2ccco2)C1c1ccccc1 (centres undefined)
 : 10	1%	-2%	5%	-3%	-9%[57.1 µM]	-3%	-20%	2%[9.24 µM]
Cc1ccc2nc(-c3ccc(SCC(=O)O)nc3)[nH]c2c1
 : 0	2%	-6%	-1%	-1%	-16%	?	-3%	-7%
CN(CC(=O)Nc1c(Cl)cccc1Cl)C(=O)CCc1nc2sc3c(c2c(=O)[nH]1)CCCC3
 : -2	28%	1%	8%	?	-28%	4%	7%	1%
CCOC(=O)COc1nc(N(C)C)nc(N(C)C)n1
 : 25	-8%	9%	0%	0%	-1%	4%	-2%	13%
Cc1ccc(NC(=O)COc2ccc3oc4c(c3c2)CCCC4)nc1
 : -1	0%	3%	-8%	?	-14%	-31%	-16%	7%
O=C(Nc1ccc(Br)c(C(F)(F)F)c1)c1ccccc1
 : 0	16µM*	0%	-4%	?	-3%	-6%	-20%	0%
O=C(Nc1ccc(NC(=O)c2ccccc2F)cn1)c1ccco1
 : -17	?	-8%	-7%	10%	4%	?	1%	-24%
CN1CCN(C(=O)c2ccc(COc3cc(Cl)ccc3Cl)o2)CC1
 : -6	-6%	-5%	?	?	20%[57.1 µM]	-10%	-15%	-26%
CCC1(c2ccc(F)cc2)NC(=O)N(CC(=O)Nc2cccc(S(=O)(=O)N3CCOCC3)c2)C1=O (centres undefined)
 : 16	4%	0%	9%	4%	-2%	-1%	2%	-4%

Complete entries, quoted from the list:
CN1CCN(C(=O)c2ccc(COc3cc(Cl)ccc3Cl)o2)CC1 in the list: IL1B secr inh = -6; KB-V1 MDR tox = -6%; HT1080NT lethal = -5%; SW480 rereplic = ?; MCF10A rereplic = ?; WRN inhibitor = 20%[57.1 µM]; ATXN2 expr inh = -10%; KB-3-1 tox = -15%; HT1080 IDH1KD tx = -26%
O=C(C[n+]1ccccc1)Nc1ccc(Cl)c([N+](=O)[O-])c1 in the list: IL1B secr inh = -18; KB-V1 MDR tox = -9%; HT1080NT lethal = -18%; SW480 rereplic = -1%; MCF10A rereplic = 2%; WRN inhibitor = 0%; ATXN2 expr inh = .; KB-3-1 tox = -10%; HT1080 IDH1KD tx = 2%

Next part.
Values run as follows: IL1B secr inh	KB-V1 MDR tox	HT1080NT lethal	SW480 rereplic	MCF10A rereplic	WRN inhibitor	ATXN2 expr inh	KB-3-1 tox	HT1080 IDH1KD tx
COc1ccc(/C=C/C(=O)N2CCN(S(=O)(=O)/C=C/c3ccccc3)CC2)cc1OC
 : 9	7%	?	0%	-3%	-9%	0%	4%	?
N=c1n(CC(=O)c2ccc(Br)cc2)c2ccccc2n1Cc1ccccc1
 : -101*	?	-23%	-3%	12%	9%	?	?	-7%
Cc1onc(-c2ccccc2Cl)c1C(=O)NNC(=O)C1CCN(Cc2ccccc2)CC1
 : -16	8%	-2%	-14%	-2%	-2%	16%	3%	4%
CC(CNC(=O)COc1ccccc1)OC(=O)Nc1ccc(Cl)c(Cl)c1 (centres undefined)
 : -24	?	-9%	14%	?	-6%	-7%	6%	?
C/C(=N\NC(=O)c1cccc(N/N=C(\C)c2cc(O)ccc2O)c1)c1cc(O)ccc1O
 : 0	?	23µM*	?	0%	?	?	?	18µM*
COc1cccc(CNC(=O)C2CSC3(C)CCC(=O)N23)c1 (centres undefined)
 : 11	9%	3%	-1%	2%	4%	7%	10%	11%
CCOC(=O)C(NC(=O)c1ccccc1)(Nc1nnc(C)s1)C(F)(F)F (centres undefined)
 : -4	?	-3%	11%	-7%	-3%	-1%	-2%	0%
CCSc1nnc(NC(=O)CC(C)C)s1
 : 5	10%	5%	-19%	5%	-8%	16%	24%	6%
Cn1c(N)c(C(=O)COC(=O)COc2ccccc2C#N)c(=O)n(C)c1=O
 : 31	-19%	-3%	27%	-1%	-3%	-9%[11.3 µM]	-4%	-4%
C=CCN1N=C(c2ccc(NC(=O)c3ccccc3)cc2)CSC1=O
 : -2	-3%	-1%	6%	27%	-2%	.	1%	2%
CN(C)S(=O)(=O)c1ccc(C(=O)N2CCCC2c2nc3ccccc3s2)cc1 (centres undefined)
 : -11	?	8%	4%[9.22 µM]	30%	3%	5%	-5%	1%
COc1ccc(C2=NS(=O)(=O)N(C)C(C(=O)N3CCCCC3)=C2)cc1
 : 17	0%	-13%	0%	1%	-2%	-6%	-9%	0%
COc1ccc(OC)c(CN2C(=O)CCC2(C)c2nnnn2Cc2ccccc2)c1 (centres undefined)
 : 0	?	6%	.	.	1%	5%	14%	10%
Cc1ccccc1Oc1cccc(C(=O)/C(C#N)=C/N(C)C)c1
 : -8	4%	17%	-3%	26%	-3%	13%	4%	8%
O=C(NC(=S)Nc1nc(-c2ccccc2)cs1)c1cccs1
 : 30	-4%	-6%	-2%	?	-10%[57.1 µM]	-18%	23%	1%
CC(=O)c1ccc(Cc2ccc(C(C)=O)s2)s1
 : 0	-3%	-3%	.	.	-10%	.	-1%	-8%
O=C(CSc1nnc(-c2ccc(O)cc2)n1Cc1ccccc1)NNC(=O)c1ccc(Br)cc1
 : -66*	3%	-7%	-4%	1%	9%	-9%	14%	-5%
O=C(Nc1cccc(F)c1)N1C2CCC1CC(O)(c1cccnc1)C2 (centres undefined)
 : 32	2%	8%	-8%	-4%	4%	-14%	12%	23%
CC(C)[C@H](NC(=O)[C@@H]1CSC2c3ccccc3C(=O)N21)C(=O)NCc1ccncc1 (some centres undefined)
 : 2	0%	2%	-4%	0%	10%	4%	-3%	3%
COc1cccc(-c2cccc(-c3nc(C(=O)NCc4ccc(Oc5ccccc5)cc4)cc4c3[C@H](CCO)N(S(=O)C(C)(C)C)C4)c2)c1 (some centres undefined)
 : ?	?	?	.	.	-1%	?	-16%	?
CC(C)(C)OC(=O)NCc1ccc(NC(=O)c2nc[nH]c2C(=O)NCCN(CCNC(=O)c2[nH]cnc2C(=O)Nc2ccc(CNC(=O)OC(C)(C)C)cc2)CCNC(=O)c2[nH]cnc2C(=O)Nc2ccc(CNC(=O)OC(C)(C)C)cc2)cc1
 : -10	16%	11%	-1%	-6%	-2%	6%	21%	3%
COCCCNC(=O)c1ccc2sc([C@@H]3O[C@H](CO)[C@H](O)[C@H](O)[C@H]3O)nc2c1
 : 9	-6%	15%	.	.	7%[57.1 µM]	1%	10%	4%
O=C(CCl)NCCN1C(=O)S/C(=C\c2cccnc2)C1=O
 : -70*	-17%	?	?	?	-8%	-7%	?	?

IL1B secr inh: what is marked active above
structure,IL1B secr inh,SW480 rereplic,WRN inhibitor
N=c1n(CC(=O)c2ccc(Br)cc2)c2ccccc2n1Cc1ccccc1,-101*,-3%,9%
O=C(CSc1nnc(-c2ccc(O)cc2)n1Cc1ccccc1)NNC(=O)c1ccc(Br)cc1,-66*,-4%,9%
O=C(CCl)NCCN1C(=O)S/C(=C\c2cccnc2)C1=O,-70*,?,-8%
